# Screens deposited in PubChem by several laboratories.
# CRFBP-R2 agonist = CRF-BP/CRF-R2 complex agonism | HEK293 CRF-R2/CRF-BP, calcium dye fluorescence (FLIPR); percent of saturating CRF peptide response | hit rate 0.46% among 350,000 | activation, % at 13.2 µM | AID 588473;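 active = activation of at least 50%, plus an integration ratio under a set limit after plate pattern correction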;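 note: plate controls were neutral control wells without compound for no effect and CRF at EC100 for full effect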
# M1 PAM = human CHRM1 positive allosteric modulation | hit rate 0.088% among 360,000 | CHO-K1 hM1, Fluo-8 calcium fluorescence, ACh EC20; 0% = ACh EC20, 100% = maximal ACh | P11229 | activation, % at 3 µM; in the data active = activation above about 19%, passing the limit was not always enough
# M5 PAM = potentiates acetylcholine response at human M5 receptor; CHO-K1 hM5, Fluo-8 calcium, ACh EC20 PAM; 0% = ACh EC20, 100% = ACh EC100; P08912; hit rate 0.3% among 360,000; AID 624038; activation, % at 3 µM;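 active = activation above the run cutoff, the mean activation of all test compounds plus 3 SD, cut at about 18% in these data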
# Target sequence (P08912 whole entry, looked up): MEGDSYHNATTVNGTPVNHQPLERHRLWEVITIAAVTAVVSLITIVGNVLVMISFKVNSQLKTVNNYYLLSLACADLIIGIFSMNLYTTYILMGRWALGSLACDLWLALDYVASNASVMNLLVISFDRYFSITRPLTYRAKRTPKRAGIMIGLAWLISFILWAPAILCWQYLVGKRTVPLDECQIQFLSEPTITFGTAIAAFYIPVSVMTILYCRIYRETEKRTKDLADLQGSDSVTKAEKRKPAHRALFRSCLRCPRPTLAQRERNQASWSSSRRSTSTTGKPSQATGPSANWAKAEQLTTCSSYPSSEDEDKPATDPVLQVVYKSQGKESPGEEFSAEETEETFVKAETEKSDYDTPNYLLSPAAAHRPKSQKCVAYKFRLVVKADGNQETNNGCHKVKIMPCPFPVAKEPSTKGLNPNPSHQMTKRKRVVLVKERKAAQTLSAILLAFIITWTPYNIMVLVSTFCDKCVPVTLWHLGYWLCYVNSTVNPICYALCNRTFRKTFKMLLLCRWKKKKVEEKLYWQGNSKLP
#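 System: CHO-K1 hM5 cells. Reagent: acetylcholine, EC20 level. Compound dosing: single dose, 3 µM nominal final test concentration. Timing: Post-acetylcholine fluorescence recording 140 s. Detection: Fluo-8 calcium fluorescence. Read-out: % activation, ACh-normalized. Benchmarks: ACh EC20 and EC100 wells. Repeats: singlicate, one well per test compound.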
# CHRM5 antagonist = CHRM5 antagonism in calcium assay. P08912. CHO-hM5 cells, Fluo-8 calcium fluorescence, ACh EC80. inhibition, % at 3 µM. hit rate 0.59% among 360,000;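 active = inhibition above a per-plate cutoff, the mean of that plate's test compounds plus 3 SD, cut at about 27% in these data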;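 note: 0% = acetylcholine EC80 with DMSO and 100% = DMSO without agonist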
# CHRM4 agonist = CHRM4 agonism in calcium assay | P08173 | CHO-K1 hM4/Gqi5, Fluo-8 calcium fluorescence; vehicle 0%, full acetylcholine response 100% | activation, % at 3 µM | hit rate 0.14% among 360,000;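 active = activation above the run mean over all test wells plus 3 SD, cut at about 32% in these data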;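 note: peak over basal fluorescence ratio per well then scaled between controls; 0% = DMSO wells and 100% = acetylcholine at EC100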
# M5 ag = CHRM5 agonism in calcium assay; hit rate 0.19% among 360,000; activation, % at 3 µM; AID 624037; CHO-K1 hM5 cells, Fluo-8 calcium fluorescence; 0% DMSO wells, 100% maximal acetylcholine response;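 active = activation above the run's mean over test compounds plus 3 SD, cut at about 23% in these data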;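 note: signal is peak over basal fluorescence ratio across the kinetic read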
# CHRM4 PAM = CHRM4 positive allosteric modulation | hit rate 0.4% among 360,000 | P08173 | activation, % at 3 µM | CHO-K1 hM4/Gqi5, Fluo-8 calcium fluorescence, ACh EC20; 0% = ACh EC20, 100% = maximal ACh;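 active = activation above its plate's cutoff, the mean activation of sample wells plus 3 SD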; note: some results filed as inactive read as strong as hits
# M1 antag = human CHRM1 antagonism; hit rate 1.3% among 360,000; CHO-K1 hM1, Fluo-8 calcium fluorescence, ACh EC80 antagonist; inhibition, % at 3 µM;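 active = percent inhibition above its own plate's cutoff, namely the mean of that plate's compound wells plus 3 SD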;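 note: peak over basal fluorescence ratio during 140 s after agonist addition; 0% = ACh EC80 plus DMSO and 100% = DMSO alone without agonist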
# M4 antag = antagonists of human muscarinic M4 receptor (CHRM4); hit rate 0.73% among 360,000; inhibition, % at 3 µM; P08173; CHO-hM4 cells, ACh EC80, Fluo-8 calcium fluorescence;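 active = inhibition above its plate's cutoff, the mean inhibition of sample wells plus 3 SD, cut at about 27% in these data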;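 note: 0% = acetylcholine EC80 with DMSO and 100% = DMSO without agonist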
# Numbers without * were called inactive; nt = not tested or not shown.
SMILES,CRFBP-R2 agonist,M1 PAM,M5 PAM,CHRM5 antagonist,CHRM4 agonist,M5 ag,CHRM4 PAM,M1 antag,M4 antag
Cc1cc(NS(=O)(=O)c2ccc(NC(=O)CSc3nc4ncc(Br)cc4[nH]3)cc2)nc(C)n1,-1.4,7,-4,8,1,0,-1,-11,-1
O=c1c2ccccc2n2c(-c3ccc(F)cc3)nnc2n1Cc1ccccc1,-2.5,9,0,-7,0,-2,-1,-11,2
Cc1ccc(-c2nnn(CC(=O)NC3CCN(Cc4ccccc4)CC3)n2)cc1,11,7,3,-6,3,0,0,-16,-5
CCn1cc(SCC(N)=O)c2ccccc21,-0.6,1,6,-5,1,0,1,-2,0
CCOC(=O)CNc1nc(Cl)nc(Nc2ccc(Cl)cc2)n1,-1.0,3,6,-14,0,-1,11,-21,-18
CC(=O)N1CCOCC1c1cc(C(=O)Nc2ccccc2)no1 (centres undefined),nt,10,-2,4,0,0,5,-13,-17
Cc1cc(NC(=O)CSCC(=O)N2CCN(c3cccc(C(F)(F)F)c3)CC2)no1,-0.6,-6,-16,14,10,-2,-1,8,-20
Cc1cc(N2CCN(c3ccccc3)CC2)nc(-c2ccccc2O)n1,0.3,3,3,-1,0,-4,1,2,-2
CC(C)(C)NC(=O)CC1C[C@H](C(=O)N2CCCCC2)[C@@]2(C)c3[nH]c4ccccc4c3CCN2C1=O (some centres undefined),-1.0,6,-6,13,0,1,0,-3,3
O=C(O)CC(c1cccc(O)c1)N1Cc2ccccc2C1=O (centres undefined),-0.5,0,-2,8,0,1,-2,-1,11
Cc1ccc(NS(=O)(=O)c2sc3ccc(Cl)cc3c2C)cc1,0.3,4,3,-1,2,6,-10,-14,6
CCOc1ccc(N2CC(C(=O)NCCc3ccc(S(N)(=O)=O)cc3)CC2=O)cc1 (centres undefined),-0.3,3,-5,12,0,-2,2,-3,5
Cc1cccc(C2c3[nH]c4ccccc4c3CCN2C(=O)c2cc(CC(C)C)nc(C)n2)n1 (centres undefined),-1.2,7,-3,-4,1,-2,0,-2,-4
COC(=O)c1ccccc1NC(=O)c1ccc(-c2cccc(Cl)c2)o1,1.4,8,6,-4,0,-1,5,-17,7
CCCN1Cc2cccc(C(=O)N3CCN(c4cc(Cl)ccc4C)CC3)c2C1=O,-3.4,13,0,1,11,3,9,-1,-25
CCn1c(CNC(=O)COc2ccc(C(C)C)cc2)nnc1SCC(=O)Nc1ccccc1C(C)C,-0.5,-4,-9,28*,9,4,-13,19,2
O=S(=O)(NCCS(=O)(=O)N1CCN(c2ccccc2)CC1)c1ccc(F)cc1,-0.4,8,2,1,5,5,5,-15,-13
O=C(Nc1ccccc1C(=O)Nc1ccccc1)c1ccccc1F,1.5,9,-2,6,0,-2,2,-7,-9
CCOC(=O)Cc1csc(NC(=O)Nc2ccc(Cl)cc2)n1,5.8,-11,-28,27,21,11,-32,32,5
O=C1OC(/C(=C\Nc2ccccc2)[N+](=O)[O-])c2ccccc21 (centres undefined),-1.4,3,-2,6,0,0,1,-3,1
O=C(c1ccc2c(c1)OCO2)N1CCN(C(=O)c2ccco2)CC1,0.0,12,-6,0,0,1,0,-12,0
O=C(NCC#CCOCc1ccccc1)c1ccccc1,-3.2,4,7,8,3,0,5,1,-4
Cc1ccc(SC(C)C(=O)NC(N)=O)c(C)c1 (centres undefined),-2.4,2,-1,0,0,-5,-5,4,7
CN1C(=O)CC(n2c(CO)nc3ccccc32)C1=O (centres undefined),-0.6,1,1,-5,0,-2,2,-24,-4
O=C(NCCC1=CCCCC1)c1ccc2c(=O)n3c(nc2c1)CCCCC3,-1.7,-5,-5,1,7,-1,-6,1,-7
CC(=O)NCC1CCCN(C(=O)c2oc3c(F)cccc3c2C)C1 (centres undefined),-0.4,3,-4,14,1,-4,2,-3,4
COc1ccc(CC(=O)N/N=C(\C)CC(=O)Nc2cccc(F)c2)cc1,-1.1,4,-3,7,2,-4,1,-5,-11
CCC1CCC(N2CCN(c3ccccc3F)CC2)CC1 (centres undefined),0.8,-10,-2,9,0,-15,-8,11,2
Clc1ccc(CN2C3=NCCCN3c3ccccc32)cc1,0.5,-10,-14,7,15,-3,-17,-1,13
COc1ccc(C(=O)Nc2nc(C)c3cc4c(cc3n2)OCO4)cc1,-0.5,4,0,7,1,0,3,3,-5

# Among those listed so far, 7 have fluorine:
SMILES,CRFBP-R2 agonist,M1 PAM,M5 PAM,CHRM5 antagonist,CHRM4 agonist,M5 ag,CHRM4 PAM,M1 antag,M4 antag
O=c1c2ccccc2n2c(-c3ccc(F)cc3)nnc2n1Cc1ccccc1,-2.5,9,0,-7,0,-2,-1,-11,2
Cc1cc(NC(=O)CSCC(=O)N2CCN(c3cccc(C(F)(F)F)c3)CC2)no1,-0.6,-6,-16,14,10,-2,-1,8,-20
O=S(=O)(NCCS(=O)(=O)N1CCN(c2ccccc2)CC1)c1ccc(F)cc1,-0.4,8,2,1,5,5,5,-15,-13
O=C(Nc1ccccc1C(=O)Nc1ccccc1)c1ccccc1F,1.5,9,-2,6,0,-2,2,-7,-9
CC(=O)NCC1CCCN(C(=O)c2oc3c(F)cccc3c2C)C1 (centres undefined),-0.4,3,-4,14,1,-4,2,-3,4
COc1ccc(CC(=O)N/N=C(\C)CC(=O)Nc2cccc(F)c2)cc1,-1.1,4,-3,7,2,-4,1,-5,-11
CCC1CCC(N2CCN(c3ccccc3F)CC2)CC1 (centres undefined),0.8,-10,-2,9,0,-15,-8,11,2

# Later entries
SMILES,CRFBP-R2 agonist,M1 PAM,M5 PAM,CHRM5 antagonist,CHRM4 agonist,M5 ag,CHRM4 PAM,M1 antag,M4 antag
COc1ccc(OC)c(C2C3=C(COC3=O)Nc3cc4c(cc32)OCO4)c1 (centres undefined),-0.2,13,1,-1,2,0,-4,-4,5
N#CCC(=O)Nc1ccc(C(=O)Nc2cccc(S(N)(=O)=O)c2)cc1,0.9,-2,0,8,1,3,7,-9,19
COc1ccc2oc(C(=O)OCC(=O)N(C)c3c(N)n(Cc4ccccc4)c(=O)[nH]c3=O)c(C)c2c1,0.2,1,-3,7,1,-2,-1,-1,8
O=C(CSc1ccc(F)cc1)Nc1ccc(N2CCOCC2)cc1,-1.4,9,3,1,1,-3,2,1,2
CC(C)CC(=O)Nc1nc2ccc(S(=O)(=O)N3CCOCC3)cc2s1,4.0,3,19*,-8,3,1,-3,7,-10
O/N=C1\CCc2cc(Cl)ccc21,0.8,5,1,-5,1,-3,9,-5,3
CC(C)C(NC(=O)C(C)N1C(=O)c2ccccc2C1=O)c1ccccc1 (centres undefined),0.4,18,-1,6,0,-4,-2,-21,-9
O=C(CNC(=O)c1ccccc1Br)N/N=C/c1ccco1,-0.8,6,2,1,1,-1,-5,2,8
COCc1cc(N2CCCC2)nc(-c2ccccc2)n1,-2.7,10,5,7,0,-3,9,-4,-2
CN(C)c1nc(Cl)cc(N2CCOCC2)n1,-0.5,4,-8,2,0,-5,0,-3,1
CCCN(CCC)C(=O)C1CCC(CNS(=O)(=O)c2cccc3nsnc23)CC1 (centres undefined),0.9,4,-2,10,-1,-5,8,-8,-8
COc1ccccc1-c1oc2ccccc2c1C#CCO,3.0,6,-4,5,0,2,2,-2,3
CNC(=O)C[C@@H]1C(=O)N(c2ccc(Br)cc2)CC1(C)C,0.0,8,2,4,1,1,10,-20,-11
COc1ccc(C(=O)NCC(=O)N2CCN(c3ncccn3)CC2)cc1OC,-1.5,8,-3,2,1,0,8,-7,-10
O=C(Nc1ccc(F)cc1)Nc1cccnc1,0.6,19,-1,4,5,2,-3,-13,-3
COc1cc(CNCCN2CCOCC2)ccc1OCc1ccccc1Cl,19,-3,1,-4,3,-7,6,5,1
Cc1ccc2[nH]c(=S)cc(C)c2c1,-0.4,7,6,7,0,-10,0,-5,11
Cc1ccc2c(c1)C(=O)C(=O)N2Cc1ccccc1,-0.5,9,4,4,4,22,11,-13,-4
O=C(c1cccc([N+](=O)[O-])c1)N1CCCC(C(=O)N2CCc3ccccc3C2)C1 (centres undefined),-0.1,-7,2,11,2,-8,4,7,0
N#Cc1ccccc1NC(=O)CSc1cn[nH]n1,-1.0,1,2,13,1,-3,2,-2,-1
O=C1NN(c2ccccc2)C(=O)C2C3C=CC(C4CC34)C12 (centres undefined),1.9,7,2,-4,1,3,12,-36,-7
CCCCN(Cc1ccccc1)S(=O)(=O)c1ccc2c(c1)n(C)c(=O)c(=O)n2C,0.4,7,6,-8,1,-6,1,-9,-8
C=CCn1c(CSc2nc3ccccc3s2)nnc1SCC(=O)NCc1cccnc1,-1.0,3,-2,-5,2,-5,-5,4,-4
CCCc1cc(=O)oc2cc(OCC(=O)N(C)C)c(Cl)cc12,1.1,2,-7,-1,1,1,7,4,-4
S=C(Nc1ccc(Br)cc1)NC1CCCC1,25,-10,-13,13,8,2,-11,8,6
CCN1CCCC1CNC(=O)c1ccc2c(c1)N(Cc1ccccc1F)C(=O)c1ccccc1S2(=O)=O (centres undefined),0.9,-1,3,-6,1,-7,-3,-3,5
Cc1nn(CC(=O)NCCCN2CCC(Cc3ccccc3)CC2)c(=O)c2cc(-c3ccccc3)nn12,0.9,-13,-5,7,10,-6,-14,28,17
O=S(=O)(c1ccc(Br)s1)N1CCN(CCc2ccccc2)CC1,1.9,1,-5,4,0,-2,6,0,4
